AID2073 – inhibitors of Mint1-CaV2.2 protein interaction, biochemical, HTRF (AID 2073). 290,000 compounds, 0.19% hits. inhibition, % at 20 µM; hits with a dose series show IC50 in µM. HTRF protein-protein interaction, Mint1-CaV2.2; higher % means a stronger effect. Voltage-dependent N-type calcium channel subunit alpha-1B (Homo sapiens); in the data active means inhibition mostly above about 51%, no sharp cut-off; inconclusive means no clear call, values can overlap the other calls; inactive means mostly below about 53%; further: some results filed as inactive read as strong as hits
KOR beta-arrestin-1 – KOR antagonists, beta-arrestin recruitment, cell-based, luminescence, uHTS (AID 1778); KOR beta-arrestin recruitment, luminescence, antagonist mode; higher % means a stronger effect; 290,000 compounds, 0.091% hits; Kappa-type opioid receptor (Homo sapiens); inhibition, % at 10 µM, or IC50 in µM where a hit was titrated; in the data active means inhibition above about 50%; further: strong numbers were not always called active
Siah-1 displacement – Siah-1 peptide-binding antagonists, primary screen, biochemical, fluorescence polarization, rhodamine-plectin, uHTS (AID 1817); E3 ubiquitin-protein ligase SIAH1 (Homo sapiens); Siah-1 / rhodamine-plectin peptide fluorescence polarization; higher % means a stronger effect; displacement, % at 20 µM, or IC50 in µM where a hit was titrated; 290,000 compounds, 0.02% hits;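 active means displacement of at least 50% at 20 µM, with a fluorescence ratio check between 0.3 and a set limit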;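 further: plate controls were Siah plus tracer with DMSO for no effect and tracer alone without Siah for full effect; strong numbers were not always called active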
NOD1 inhibition – NOD1 signaling inhibitors, primary screen, cell-based, luminescence, uHTS (AID 1578). NOD1-driven NF-kB luciferase reporter cells, luminescence; higher % means a stronger effect. one-dose inhibition, % at 4 µM; EC50 in µM for titrated hits. 290,000 compounds, 1% hits; in the data active means inhibition mostly above about 36%, no sharp cut-off; inactive means mostly below about 34%;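 further: HEK-293T reporter cells stimulated with the NOD1 agonist gamma-tri-DAP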
GPR35 antagonists – GPR35 antagonists blocking zaprinast-driven arrestin recruitment, primary screen, imaging, U2OS, beta-arrestin-GFP, zaprinast agonist (AID 2058). G-protein coupled receptor 35 (Homo sapiens). U2OS GPR35 beta-arrestin-GFP translocation imaging, zaprinast antagonism; higher % means a stronger effect. inhibition, % at 10 µM; hits with a dose series show IC50 in µM. 290,000 compounds, 0.052% hits;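 active means inhibition of at least 50% with at least 30 cells and total cytoplasm GFP at most 10,000,000; inconclusive means under 30 cells or total GFP of 10,000,000 plus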
HIV fusion peptide – inhibitors of HIV fusion peptide binding, primary screen, biochemical, uHTS, fluorescence dequenching (AID 1986). cell-free peptide binding, fluorescence dequenching, 30 min; higher % means a stronger effect. inhibition, % at 20 µM; hits with a dose series show IC50 in µM. 290,000 compounds, 0.3% hits; in the data active means inhibition mostly above about 52%, no sharp cut-off; inactive means mostly below about 76%; further: some results filed as inactive read as strong as hits
GPR55 beta-arrestin – GPR55 agonists via beta-arrestin recruitment, primary screen, imaging, U2OS cells, beta-arrestin-GFP redistribution (AID 1961). G-protein coupled receptor 55 (Homo sapiens). U2OS GPR55 beta-arrestin-GFP redistribution imaging; higher % means a stronger effect. one-dose activation, % at 10 µM; EC50 in µM for titrated hits. 290,000 compounds, 0.048% hits;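 active means activation above 40% with more than 50 cells counted in the well; inconclusive means wells holding fewer than 50 cells, flagged as toxic or sparse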;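 further: U2OS osteosarcoma cells stably expressing GPR55 and beta-arrestin-GFP; plate controls were DMSO negative control for no effect and LPI positive control for full effect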
GPR55 antagonists – GPR55 antagonists blocking LPI-driven arrestin recruitment, primary screen, imaging, U2OS, beta-arrestin-GFP, LPI agonist (AID 2013) | 290,000 compounds, 0.13% hits | one-dose inhibition, % at 10 µM; IC50 in µM for titrated hits | U2OS GPR55 beta-arrestin-GFP translocation imaging, LPI antagonism; higher % means a stronger effect | G-protein coupled receptor 55 (Homo sapiens);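 active means spots per cell inhibited over 60%, with over 100 cells counted and total cytoplasm intensity under 500,000; inconclusive means wells with under 100 cells, flagged as likely toxic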;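 further: U2OS cells stably carrying GPR55 and arrestin-GFP stimulated by 5 µM LPI near EC80; imaged beta-arrestin-GFP aggregate spots per cell after agonist stimulation; plate controls were LPI-stimulated DMSO wells for no effect and DMSO wells without LPI for full effect; some results filed as inactive read as strong as hits; confirmed hits need IC50 under 10 µM and bright autofluorescent wells are also inconclusive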
KOR beta-arrestin-2 – KOR agonists, beta-arrestin recruitment, primary screen, cell-based, luminescence, uHTS (AID 1777) | Kappa-type opioid receptor (Homo sapiens) | KOR beta-arrestin recruitment, luminescence; higher % means a stronger effect | activation, % at 10 µM, or EC50 in µM where a hit was titrated | 280,000 compounds, 0.02% hits; in the data active means activation above about 50%, passing the limit was not always enough; further: a part of the inactive calls stands beside numbers as strong as those of hits
* marks the source's active call; other numbers are inactive results; u = inconclusive; x = no result given; [ ] = dose if it differs, or a comment.

SMILES	AID2073	KOR beta-arrestin-1	Siah-1 displacement	NOD1 inhibition	GPR35 antagonists	HIV fusion peptide	GPR55 beta-arrestin	GPR55 antagonists	KOR beta-arrestin-2
COc1cccc(NC(=O)c2nnn(CCc3ccccc3)c2N)c1	-4%	20%	-3%	-14%	12%	-1.4%	0.4%	17%	-7.5%
O=c1c2[nH]c3ccc(Br)cc3c2ncn1Cc1ccncc1	20%	-4%	-1%	17%	3%	0.0%	0.0%	-3%	1.6%
CO/N=C(/CS(=O)(=O)c1ccc(C)cc1)c1ccc(OC)cc1	0%	-29%	-2%	-6%	-18%	-1.2%	-0.1%	-22%	-1.2%
COc1ccc([C@@H]2Sc3cc(OC)ccc3N(CCN(C(C)C)C(C)C)C(=O)[C@H]2OC(C)=O)cc1	-4%	27%	1%	-41%	-5%	1.9%	-0.1%	9%	5.1%
COc1ccc(Cl)cc1NC(=O)CN(C)C(=O)COc1ccccc1F	-8%	16%	-9%	-12%	6%	0.1%	-0.3%	2%	-4.6%
CC1CN(C(=O)CCC(=O)N2CCOCC2)c2ccccc2O1 (configuration not stated)	-4%	-18%[20 µM]	-5%	-27%	-5%	-1.7%	-0.1%	-2%	-0.3%
O=C(/C=C/c1c(Cl)cccc1Cl)n1cccn1	u	2%	7%	20%	-4%	0.1%	-0.4%	2%	-2.9%
Cc1cc(C)c(OCCNC(=O)c2ccccc2Sc2ccccc2C#N)c(C)c1	-3%	-3%	3%	-1%	-8%	-1.1%	0.0%	16%	-0.6%
O=C(NCc1ccco1)C1CCCN(S(=O)(=O)c2cccc3nsnc23)C1 (configuration not stated)	3%	47%	9%	-22%	-12%	-0.5%	-0.1%	-6%	-2.5%
COc1ccccc1C(=O)N1CCN(c2ccccn2)CC1	0%	-10%	-3%	3%	15%	-0.5%	0.5%	-14%	-2.5%
O=C(Cc1ccc(Cl)cc1)Nc1ccccc1C(=O)Nc1ccc(C(=O)O)cc1	-2%	-60%	0%	-4%	-12%	4.0%	2.9%	-17%	7.9%
COc1ccccc1/C=N/NC(=O)c1ccc(-c2ccccc2)cc1	7%	3%	-1%	-15%	-6%	-0.9%	-0.6%	0%	0.0%
O=C(C1CC1)N1CCc2cc(S(=O)(=O)N3CCOCC3)ccc21	-4%	-17%	3%	6%	4%	-2.1%	1.0%	-1%	7.3%
COc1cccc(CN2CCN(C(=O)c3cccc4ccccc34)CC2)c1OC	3%	-2%	1%	-21%	8%	4.6%	-0.1%	5%	-5.1%
CSCc1cc(N(C)c2ccccc2)nc(-c2ccccc2)n1	1%	15%	-4%	-2%	-6%	-1.0%	0.0%	2%	0.8%
COc1ccc(F)cc1S(=O)(=O)n1nc(C)cc1C	-6%	10%[20 µM]	15%	-15%	-8%	1.0%	-0.1%	4%	-7.0%
COc1ccc(Cl)cc1NC(=O)CNc1ccccc1N1CCOCC1	-5%	6%	-2%	7%	2%	-1.3%	0.0%	24%	-5.5%
Cc1cc(NC(=O)c2cccc(S(=O)(=O)N3CCCCC3)c2)no1	13%	-25%	-1%	3%	5%	-0.6%	-0.1%	-5%	4.9%
COc1cc(OC)cc(C(=O)NC(C(=O)N2CCc3ccccc3C2)C(C)C)c1 (configuration not stated)	4%	-6%	-2%	18%	-3%	2.6%	-0.1%	-9%	3.2%
O=C(NC1CCCCC1)N1CCN(c2ccc([N+](=O)[O-])cc2)CC1	-4%	16%	13%	-27%	-4%	0.1%	0.2%	1%	0.4%
CCc1ccc2c(CN(C)Cc3ccccc3OC)cc(=O)oc2c1	-8%	30%	4%	-2%	14%	-0.5%	0.5%	2%	-2.7%
CC(C)NC(=O)c1cc2c(C(F)(F)F)nn(C)c2s1	-3%	-38%	-5%	25%	2%	-1.3%	0.0%	0%	4.6%
Cc1ccc2cc(C3C(C#N)=C(N)Oc4c3ccc3cccnc43)c(=O)[nH]c2c1 (configuration not stated)	-14%	-8%	-7%	21%	9%	16%	0.0%	-1%	7.3%
CCC(=O)Nc1c(-c2ccccc2Cl)c(=O)c2ccccc2n1C	12%	-17%	-1%	-5%	11%	-0.7%	0.0%	-8%	7.1%
O=C1CSC(c2cccc(F)c2)N1c1ccccc1F (configuration not stated)	1%	12%	-3%	6%	-13%	-0.9%	-0.2%	6%	-1.6%
O=S(=O)(c1ccccc1)N1CCN(c2ccccc2)CC1	-7%	-3%	4%	-41%	6%	-1.5%	-0.1%	3%	-3.8%
COc1cccc(CNCCSc2nnnn2C)c1OC	7%	1%	-2%	-22%	-4%	0.7%	-0.1%	-3%	-3.2%
Cc1nn2c(-c3ccc(Cl)cc3Cl)nnc2s1	7%	17%	-2%	-4%	4%	-2.0%	-0.1%	8%	-0.8%
O=C(OCc1ccccc1)c1cnc(Cl)c(Cl)c1	12%	30%	8%	-5%	-6%	-1.7%	0.2%	-15%	4.5%
CC1=C(C(=O)OC2CCCCCC2)C(c2ccc(C)o2)C2=C(CCCC2=O)N1 (configuration not stated)	11%	-15%	1%	13%	5%	-1.5%	-0.5%	8%	-1.5%
Cc1nc2sc(C(c3ccco3)N3CCN(c4cccc(Cl)c4)CC3)c(O)n2n1 (configuration not stated)	8%	24%	3%	3%	-19%	17%	0.1%	0%	2.6%
CN(C(=O)c1ccno1)c1nnc(-c2cccnc2)s1	-7%	17%	1%	-5%	-12%	2.4%	-0.2%	3%	-3.5%
COc1ccc(NC(=O)C(NC(=O)c2ccc(C)cc2)c2ccccc2)cc1 (configuration not stated)	12%	-26%	-10%	63%*	-11%	1.1%	-0.1%	-13%	-1.0%
O=C(O)c1ccccc1-c1nnc2c(Cl)cc(C(F)(F)F)cn12	1%	17%	-3%	-3%	-2%	1.3%	0.0%	2%	-1.3%
CCN(CC)CC(O)COCCC12CC3CC(CC(C3)C1)C2 (configuration not stated)	-4%	-49%	2%	-6%	10%	4.0%	0.0%	6%	6.8%
Cc1ccc(S(=O)(=O)N2CCC(C(=O)Nc3ccc4c(c3)COC4=O)CC2)cc1	-5%	-9%	3%	-24%	-4%	-0.6%	0.2%	3%	30%
CC(C)(C)C(=O)NC1=NN(c2c(Cl)cc(Cl)cc2Cl)C(=O)C1	7%	-26%[20 µM]	-2%	-20%	-7%	10%	-0.1%	-1%	x
CCOc1ccc(OCC)c(NC(=O)C2CCN(c3cnccn3)CC2)c1	-1%	-6%	10%	-20%	4%	0.9%	-0.1%	26%	-2.9%
O=C(C(c1ccccc1)c1ccccc1)N1CC[C@@]2(O)CCCC[C@H]2C1	0%	8%	-2%	9%	-12%	0.9%	-0.3%	48%	0.7%
CN(C(=O)c1ccccc1Cl)c1ccccc1	12%	4%	-3%	-19%	-8%	2.4%	0.1%	13%	5.4%
O=C(N/C(=C/c1cccnc1)C(=O)N1CCCCCC1)c1cccc(Br)c1	1%	-9%	7%	-24%	-5%	-0.6%	0.1%	16%	-2.2%
Cc1ncoc1C(=O)N1CCCC(CCC(=O)NCc2ccccc2F)C1 (configuration not stated)	-2%	-28%	4%	-25%	-6%	-0.2%	-0.1%	-1%	-6.0%
O=C(O)c1cc(NS(=O)(=O)c2ccc(N3CCCCC3)c([N+](=O)[O-])c2)cc(C(=O)O)c1	2%	35%	-4%	-18%	-12%	11%	0.5%	5%	7.2%
CCOC(=O)c1ccc(NC(=O)C2C3C=CC(C3)C2C(=O)O)cc1 (configuration not stated)	-6%	-14%	-2%	-7%	8%	-0.1%	0.2%	8%	2.5%
COCCCNC(=S)N(CCO)Cc1cc2cc3c(cc2[nH]c1=O)OCO3	3%	-9%	-4%	18%	7%	1.3%	-0.2%	-12%	1.4%
COc1ccc(CCNC(=S)N2CCN(S(=O)(=O)c3ccccc3F)CC2)cc1	-11%	40%	2%	-19%	6%	1.5%	0.0%	11%	-4.1%
CCn1c(CSc2nc(C)cc(C)n2)nnc1SCC(=O)Nc1ccccc1	-3%	7%	1%	-17%	-10%	-1.1%	0.2%	-21%	-0.4%
Cc1cc(C)cc(NC(=S)NCc2cccnc2)c1	-3%	x	-1%	-23%	-8%	-1.3%	-0.2%	-3%	3.8%
O=C(NCC(=O)N1CCC(Cc2ccccc2)CC1)c1ccc(Cl)cc1	8%	31%	3%	-6%	-7%	-0.5%	-0.2%	-2%	-4.8%
CC(NC(=O)C(=O)N/N=C/c1ccccc1)c1ccccc1 (configuration not stated)	2%	-16%	7%	-30%	-7%	-0.7%	0.0%	-4%	-6.5%
O=C(CSc1ccsc1[N+](=O)[O-])Nc1cc(F)ccc1F	34%	22%	28%	14%	21%	8.4%	0.8%	9%	-5.0%
COc1ccc(NC(=O)/C(=C\c2ccco2)NC(=O)c2ccco2)cc1	10%	-4%	-2%	-50%	-3%	-1.3%	-0.2%	5%	-2.8%
Clc1ncc(CN2CCN(c3ccccc3)CC2)s1	-1%	-24%	-2%	-41%	-9%	0.0%	-0.1%	-5%	1.0%
Cc1ccc(C)c(Cn2nc(-c3cc(C)ccc3C)ccc2=O)c1	11%	-17%	2%	7%	-2%	-0.6%	0.5%	14%	-2.5%
CC(C)(C)C(=O)Nc1cccc2[nH]ncc12	17%	18%	-3%	-2%	11%	-1.2%	-0.3%	6%	-1.6%
N#C/C(=N\Nc1ccc([N+](=O)[O-])cc1)C(N)=S	-37%	12%	-2%	-12%	-8%	1.9%	0.0%	2%	0.1%
COc1ccc(CC(=O)NCC2CCCN(Cc3ccccc3OC)C2)cc1 (configuration not stated)	4%	-15%	-2%	2%	-7%	0.4%	-0.1%	-20%	6.2%
CSc1nc2c(c(=O)n1Cc1ccccc1)SC(C)C2 (configuration not stated)	0%	18%	2%	-24%	-6%	-0.4%	0.3%	-12%	-3.0%

Structures listed so far marked active in NOD1 inhibition:
Compound | AID2073 | KOR beta-arrestin-1 | Siah-1 displacement | NOD1 inhibition | GPR35 antagonists | HIV fusion peptide | KOR beta-arrestin-2
COc1ccc(NC(=O)C(NC(=O)c2ccc(C)cc2)c2ccccc2)cc1 (configuration not stated) | 12% | -26% | -10% | 63%* | -11% | 1.1% | -1.0%

These rows are one share of the data; count on the stated rates, not on these rows.
